# High-throughput results as filed in PubChem BioAssay.
# TAG inh: triacylglycerol accumulation inhibition; H9c2 cells, Nile Red lipid (TAG) fluorescence; cells loaded with 200 µM oleic acid; inhibition, % at 12.5 µM; 230,000 tested, 0.66% active;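 active means pattern-corrected inhibition of lipid staining of at least 50% with the nuclear-stain viability signal not falling by more than 50%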;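 further: 0% = DMSO wells and 100% = triacsin C control wells; some results filed as inactive read as strong as hits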
# TAG inh DAPI viability: second read-out of TAG inh, no call of its own (marks repeat the call); DAPI nuclei signal change (viability), lower = more cytotoxic, %;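 whole-well DAPI fluorescence read on a plate reader as a viability signal; minus 50 percent equals half of cells still viable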
# * hit, by the source's call; i = inactive. Some of the compounds tested, so the mix of outcomes need not match the whole.
SMILES,TAG inh,TAG inh DAPI viability
O=C(COC(=O)Cc1ccccc1)Nc1nnc(-c2ccccc2)o1,-5.3,14.4
CCOC(=O)CC1=C(C(=O)OCC)C2(C(=O)Nc3ccccc32)C(C#N)=C(N)O1 (stereo not given),-1.0,15.1
COc1ccc2cc(C(=O)C3CCCN(C4CCOCC4)C3)ccc2c1 (stereo not given),-7.0,i
COc1ccc(O)c(C(C)(C)C)c1,6.7,-6.6
CCN(CC(=O)Nc1ccc(NC(C)=O)cc1)C(=O)CSC(c1ccccc1)c1ccccc1,8.6,-4.2
CCN(CC)C(=O)c1ccc(NC(=O)CCCSc2ccccc2)cc1,6.6,-2.6
CCN(CCO)c1ccc(N=Cc2c(O)n(C)c(=S)[nH]c2=O)cc1,0.4,1.9
COC(=O)C1=C(c2ccc(OC(F)(F)F)cc2)C[C@@H]2CC[C@H]1N2C(=O)N1CCCCC1,0.2,-0.5
O=C(COC(=O)c1ccc(O)cc1)Nc1ccc(Cl)cc1C(=O)c1ccccc1,-20.9,10.1
O=c1[nH]c(=S)n(Cc2ccc(F)cc2)c(O)c1C=NCc1ccc2c(c1)OCO2,-16.6,1.6
Cc1ccc(OCC(=O)N2CCN(C3CCC(c4ccccc4)CC3)CC2)cc1 (stereo not given),-7.2,-0.8
CN1CCC2(CC1)c1ccccc1-c1ccccc12,-16.7,10.3
CC(=O)N(C)CC#CCN1CCCC(CO)C1 (stereo not given),23.5,-4.2
COCCCN=Cc1c(O)[nH]c(=S)[nH]c1=O,1.9,1.7
COc1ccc(N=Cc2c(O)n(C)c(=O)[nH]c2=O)cc1,10.5,-3.1
C[N+](C)(C)CCOC(=O)CBr,-8.7,-0.4
CCOC(=O)c1nsnc1NCCCl,-6.1,-0.3
CC(Cc1ccccc1)N(C)CC1C(=O)C2CCC1C2 (stereo not given),6.6,3.7
CC(C)CCNC(=O)c1cc(C(=O)c2cc(Br)ccc2O)cn(CCC(C)C)c1=O,0.9,-3.8
Clc1ccc2c(c1)C(c1ccccc1Cl)=NCc1nnc(N3CCN(CCOc4ccccc4)CC3)n1-2,-2.7,23.3
O=c1c2ccccc2nc(Cc2ccccc2)n1-c1cccc(O)c1,-1.5,2.4
CCCCn1c(N)c(C(=O)NCc2cccs2)c2nc3ccccc3nc21,67.4*,11.0*
NC1CCc2cc(O)c(O)cc2C1 (stereo not given),-10.4,-13.7
O=[N+]([O-])c1ccc(C2[C@H]3C(c4ccccc4)=NC4(CCCCC4)N23)cc1 (stereo not given in full),7.4,3.8
O=C(NC1CN2CCC1CC2)c1ccc(-c2ccc([N+](=O)[O-])cc2)o1 (stereo not given),19.9,-1.0
COCCCn1c(N)c(C(=O)OCCOC)c2nc3ccccc3nc21,-16.9,15.9
CN1CCN(c2ccc([N+](=O)[O-])c(Sc3nncn3C)c2)CC1,-9.8,7.1
Cc1nc2cc([N+](=O)[O-])ccc2c(=O)n1-c1ccccc1[N+](=O)[O-],-23.7,0.7
O=C(O)c1cc2ccccc2oc1=O,2.8,-3.9
CCCCCCn1c(O)c(C=Nc2ccccc2N2CCOCC2)c(=O)[nH]c1=S,-21.6,10.1
Cc1cccc(CN2CCN(CC(=O)N3CCC4(CC3)OCCO4)C2=O)c1,-11.8,14.5
CC1(C)COC(Nc2ccc(Cl)cc2)=N1,-23.3,-4.1
COC(=O)C1=C(c2cccc(C#N)c2)C[C@@H]2CC[C@H]1N2C(=O)NCc1cc(C)oc1C(F)(F)F,-1.5,-5.2
O=C1NC(=O)N(c2ccc(Cl)cc2)C(=O)/C1=C\c1ccc(Sc2nc3ccccc3[nH]2)o1,0.7,4.9
CCCCC(=O)N/N=C/c1c(O)n(-c2ccccc2)c(=O)[nH]c1=O,-12.3,11.6
Cc1cc(OCC(=O)OC(C)(C)C)c2c3c(c(=O)oc2c1)CCC3,-1.6,8.3
O=C(O)[C@H]1C[C@@H]1[C@H](NP(=O)(c1ccccc1)c1ccccc1)c1ccccc1,-7.9,12.2
CN1CCN(Cc2cc(C(C)(C)C)c(O)c(C(C)(C)C)c2)CC1,9.3,-1.2
Cc1cc(=O)oc2cc(OCC(=O)N3CCN(Cc4ccccc4)CC3)ccc12,3.3,3.3
C[C@]12CC[C@H](O)CC1=CCC1C2CC[C@@]2(C)C1CC[C@@H]2OCc1ccccc1 (stereo not given in full),-12.2,4.7
O=c1[nH]c(=S)n(-c2ccc(Cl)cc2)c(O)c1/C=N/N1CCOCC1,6.8,-3.9
COC(=O)C(O)(c1cn(C)c2ccccc12)C(F)(F)F (stereo not given),0.8,0.0
CN1CCN(c2ccc(NC(=O)Oc3ccccc3)cc2)CC1,10.9,2.7
O=C(NC[P+](=O)O)OCc1ccccc1,4.3,-2.7
CCOc1ccc(NC(=O)C2C3c4ccccc4C(c4ccccc43)C2C(=O)O)cc1 (stereo not given),5.9,10.0
OC1(c2cccnc2)CC2CCC(C1)N2Cc1nnnn1Cc1ccccc1 (stereo not given),-12.9,2.7
CC(Cc1ccc(O)cc1)NCC(O)c1ccc(O)c(O)c1 (stereo not given),14.2,1.4
Cc1c(C(=O)Nc2ccccc2)c2cc(O)ccc2n1Cc1ccccc1,-11.3,2.6
C/C(=N/O)c1ccc2ccc3ccccc3c2c1,9.0,5.8
O=C1CC(=O)N(c2ccccc2)C(=O)N1,-9.1,-5.5
O=C(COc1ccc(Br)cc1)N1CCN(Cc2ccncc2)CC1,-17.1,-1.8
C=CCn1c(O)c(C(C)=NCCCN(C)C)c(=O)[nH]c1=O,8.3,0.1
COC(=O)C1=C(c2c(C)noc2C)C[C@@H]2CC[C@H]1N2C(=O)NCc1ccc2c(c1)OCO2,-6.4,-1.5
COc1ccccc1NC(=O)COC(=O)c1cc(C)n(C2CC2)c1C,-10.5,-3.3
COC(=O)C1=C(c2cccc(OCc3ccccc3)c2)C[C@@H]2CC[C@H]1N2C(=O)NC1CCN(Cc2ccccc2)CC1,11.7,1.9
Cc1ccc(OP(=O)(NC(C)c2ccccc2)Oc2ccc(C)cc2)cc1 (stereo not given),-41.5,-7.7
C[C@]12CCC3C(C(=O)C[C@H]4C[C@@H](O)CC[C@]34C)C1CCC2=O (stereo not given in full),-2.8,3.7
CC12Cc3cnoc3C=C1CCC1C2CCC2(C)C1CCC2(C)O (stereo not given),3.6,-2.0
O=c1cc(C2CCNCC2)[nH][nH]1,-4.9,-10.3
CCC12CN3CCN(CC(C3)/C1=N/NC(N)=O)C2,4.3,3.4
# More structures follow:
SMILES,TAG inh,TAG inh DAPI viability
COc1ccccc1C(=O)C1CCCN(Cc2cnc(C)s2)C1 (stereo not given),6.7,-2.4
CN(C)CCN(CC1CCCN(Cc2ccccc2F)C1)C(=O)Cc1ccccc1F (stereo not given),10.2,15.5
CC(=O)N1N=C2C3CCN(CC3)C2C1c1ccc(Br)cc1 (stereo not given),-2.7,3.0
COC(=O)C(O)(c1ccc(NC(=O)c2cccs2)cc1)C(F)(F)F (stereo not given),9.2,-3.3
C=CCN1CCC2(C)c3cc(O)ccc3CC1C2C (stereo not given),7.5,-2.1
CNc1ccc2oc(C[C@H]3O[C@@]4(CC[C@H]3C)O[C@H]([C@H](C)C(=O)c3ccc[nH]3)[C@H](C)C[C@H]4C)nc2c1C(=O)O,51.5,-57.2
O=C(c1cc(Cl)cc(Cl)c1)N1Cc2ccccc2-n2nncc2C1,-0.2,2.1
C[C@]12CCC3C(CC[C@@H]4C[C@H](O)CC[C@]34C)C1CCC2=O (stereo not given in full),-7.7,-4.3
Nc1nnc(P(c2ccccc2)c2ccccc2)s1,3.9,-5.3
Cc1ccc(N=Cc2c(O)n(C)c(=O)n(C)c2=O)cc1,-1.1,12.4
O=S(=O)(NC1CCCC1)OCC(Cl)(Cl)Cl,2.4,-1.5
O=C1CN=C(c2ccc(Br)cc2)c2oc3ccccc3c2N1,-7.0,-3.0
CC(CC(C)(C)N1CC1)=NNC(=O)Nc1cccc2ccccc12,18.0,-0.9
Cc1cccc(CNCCc2c[nH]c3ccccc23)c1,-4.4,16.5
CCOC(=O)CC(SP1(=S)OCC2(CC=CCC2)CO1)C(=O)OCC (stereo not given),-16.2,11.3
CC1C(c2cccs2)=[N+]([O-])C(C)(C(=O)c2ccc(Cl)cc2)N1O (stereo not given),32.6,-22.9
CCOc1ccc(-n2c(O)c(C=Nc3ccc(N4CCOCC4)cc3)c(=O)[nH]c2=O)cc1,-6.0,-9.8
CC1CCCN(C(=O)CCl)C1 (stereo not given),-1.3,7.1
CC(C)(C)C(=O)O[C@H]1CC[C@@]2(C)C(=CC(=O)C3C2CC[C@]2(C)C(=O)[C@H](O)CC32)C1 (stereo not given in full),10.5,5.5
NC(=O)c1ccsc1NC(=O)COC(=O)Cc1ccccc1,9.7,-0.1
N#Cc1ccccc1Cn1cc(C(=O)C2CC2)c2ccccc21,18.6,-7.5
CN(C)C1CCc2[nH]c3c(F)cc(F)cc3c2C1 (stereo not given),-2.4,3.5
CC(=NCC1CCCO1)c1c(O)n(-c2ccccc2)c(=O)[nH]c1=O (stereo not given),13.3,-12.6
COc1cccc(NC(=O)CN2CC(c3ccccc3)CC2=O)c1 (stereo not given),1.7,-3.4
C/C(=N\N=C(N)N)c1ccccc1,12.2,-12.1
CN1C(=O)/C(=C/c2cccn2-c2ccc3ccccc3c2)C(=O)NC1=S,-4.9,-10.6
CC(C)OP(=O)(OC(C)C)C(NCc1ccccc1)c1ccccc1 (stereo not given),7.9,-4.9
Cc1ccc2c(c1)c(=O)c1c3n2CCN(CC2CO2)C3CC1 (stereo not given),6.9,3.7
CC(=O)O[C@@H]1CC[C@]2(C)C3CC[C@]4(C)C(=O)[C@H](O)CC4C3[C@@H](OC(C)=O)C[C@H]2C1 (stereo not given in full),-8.5,-0.4
COc1cccc(C2(C#N)CCN(C)CC2)c1,4.4,5.9
CC(=O)N1CCN(c2ccc(N=Cc3c(O)n(-c4ccc(Cl)cc4)c(=O)[nH]c3=O)cc2)CC1,0.9,0.5
Cc1nc2c(C(=O)N3CCC4(CC3)OCCO4)cnn2c(C)c1Cc1cccc(Cl)c1,-0.4,0.0
CCN1C(=O)NC(=O)/C(=C/c2cc(C)n(-c3sc(C)c(C)c3C#N)c2C)C1=O,3.0,-1.5
C=C(COC(=O)CCC(=O)O)CC1CC(O)[C@]2(C)OC3CC4OC5C[C@]6(C)O[C@]7(C)CCC8OC9C[C@]%10(C)OC%11C(C)=CC(=O)OC%11CC%10OC9C[C@@H](C)C8OC7CC6O[C@]5(C)C/C=C\C4OC3CC2O1 (stereo not given in full),-11.0,-4.8
O=C1C2CCN(CC2)[C@@H]1Cc1ccc2ccccc2c1O,-3.5,8.9
COC(=O)C1=C(c2ccc(F)cc2F)C[C@@H]2CC[C@H]1N2C(=O)N1CCC(O)CC1,-6.3,-4.3
COc1cccc(N=Nc2c(O)[nH]c(=S)[nH]c2=O)c1,56.6*,-45.4*
O=C(N/N=C/c1c(O)n(-c2cccc3ccccc23)c(=O)[nH]c1=O)c1ccncc1,-2.5,25.8
C=CCn1c(O)c(C(C)=NCCN2CCN(C(=S)NC)CC2)c(=O)[nH]c1=O,14.2,-4.7
COC(=O)N(c1ccc(OC)cc1)P1(=S)OCCC(C)O1 (stereo not given),-7.9,3.9
COC(=O)CC1(Cc2ccccc2)C(=O)NC(=O)NC1=O,-9.3,0.9
Nc1ccc(-c2ccc(N)cc2)cc1,-0.3,0.3
COC(=O)C1=C(c2cc3ccccc3s2)C[C@@H]2CC[C@H]1N2C(=O)N1CCCC1,-14.4,-5.2
Cn1cccc1/C=C1/C(=O)NC(=S)N(Cc2ccc(F)cc2)C1=O,34.7,-17.4
COc1ccc(Nc2ncc(C(=O)N3CCC4(CC3)OCCO4)c3ccccc23)cc1,20.3,1.9
COC(=O)C1=C(c2ccc(OCc3ccccc3)cc2)C[C@@H]2CC[C@H]1N2C,-6.7,16.6
CSc1nc(N2CCN(C)CC2)c2ccccc2n1,9.1,3.5
Cn1cnnc1Sc1cc(N2CCNCC2)ccc1[N+](=O)[O-],22.8,-16.2
O=C(Nc1ccc(Br)cc1)c1nn(C23CC4CC(CC(C4)C2)C3)cc1Br,-9.9,5.5
CCOC(=O)C1C(=O)NC23CCCC2C1c1ccccc1O3 (stereo not given),-8.9,-11.0
CCN(CC)CCN/N=C(\C)c1c(O)[nH]c(=O)[nH]c1=O,3.2,-14.0
COC(=O)c1ccccc1OP1(=O)COc2ccccc2OC1,1.2,-2.2
CCOP(=O)(Nc1ccc2c(c1)C(=NNC(N)=S)c1ccccc1-2)OCC,5.3,5.3
c1cc2c(cc1[C@H]1OC[C@H]3[C@@H]1CO[C@@H]3c1ccc3c(c1)OCO3)OCO2,0.9,-12.4
CCN(CC)c1ccc(/C=C2\C(=O)NC(=S)N(c3ccc(OC)cc3OC)C2=O)o1,-14.7,7.0
Cc1ccsc1-c1nc(CSCC(=O)N2CCC3(CC2)OCCO3)c(C)o1,5.2,6.1
CC(C)c1cccc(C(C)C)c1O,-5.4,-1.8
